H9c2 protect: myocardial damage modulation in H9c2 cells; H9c2 cardiomyocytes, H2O2 injury protection, ATPLite, 2 h; protection from H2O2 cell death, % at 20 µM; 360,000 tested, 0.63% active;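 active = compounds giving at least 50% protection of heart cells from peroxide-induced death in the single-dose screen, raw or plate-pattern-corrected value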;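 also: 0% = DMSO wells with peroxide and 100% = DMSO wells without peroxide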
ABCB6 inh 2: human ABCB6 transporter inhibition | K562-ABCB6 porphyrin accumulation, flow cytometry, 1 h; active compounds read low | fluorescence ratio to DMSO, % at 10 µM | 360,000 tested, 0.19% active | AID 602162;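 active = fluorescence ratio to DMSO below 75%, the collection mean minus 3 SD; inconclusive = too few cells collected in the well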;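 also: signal is porphyrin accumulated inside mitochondria; 100% equals median channel fluorescence of DMSO control wells; lower ratio means ABCB6 inhibition with less porphyrin fluorescence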
Vif imaging: HIV Vif inhibition. 340,000 tested, 0.35% active. HEK293T cells, Vif self-association by quenched fluorescence, imaging, 24 h. inhibition, % at 7.49 µM; in the data active = inhibition above about 50%, passing the limit was not always enough; inconclusive = no clear call, values can overlap the other calls; inactive = below about 31%; also: some results filed as inactive read as strong as hits
PDI inh: PDI (human) enzyme inhibition; PDI insulin aggregation turbidity, A650, 90 min; inhibition, % at 10 µM; 350,000 tested, 0.052% active;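 active = mean inhibition across replicates of 30% or more, whatever share of single replicates reach that level; inconclusive = mean inhibition below 30% while every single replicate reaches 30%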;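 also: absorbance from insulin aggregation driven by PDI reduction with DTT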
Target sequence (P07237 whole entry, looked up): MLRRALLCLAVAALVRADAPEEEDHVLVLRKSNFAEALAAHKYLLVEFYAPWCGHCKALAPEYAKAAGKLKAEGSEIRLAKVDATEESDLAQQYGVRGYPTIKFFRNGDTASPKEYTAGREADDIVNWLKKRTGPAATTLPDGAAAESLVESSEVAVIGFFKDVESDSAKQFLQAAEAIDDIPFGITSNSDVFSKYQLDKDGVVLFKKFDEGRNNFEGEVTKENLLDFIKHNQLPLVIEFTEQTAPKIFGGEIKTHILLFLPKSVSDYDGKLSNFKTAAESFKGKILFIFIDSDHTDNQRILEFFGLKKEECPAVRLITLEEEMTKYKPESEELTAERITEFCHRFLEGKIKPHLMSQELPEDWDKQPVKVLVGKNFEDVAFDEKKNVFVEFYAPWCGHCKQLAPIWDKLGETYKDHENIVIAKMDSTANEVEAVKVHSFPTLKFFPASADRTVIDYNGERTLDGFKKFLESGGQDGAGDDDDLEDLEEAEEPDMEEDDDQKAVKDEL
MC4R antag cAMP: blocks human MC4R cAMP signaling; P32245; MC4R-expressing cells, MTII-stimulated cAMP, LANCE TR-FRET; inhibition, % at 6.5 µM; 360,000 tested, 0.48% active;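 active = inhibition above its plate's cutoff, the mean of tested wells on that plate plus 3 SD, cut at about 29% in these data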;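 also: 0% = Melanotan II alone and 100% = Melanotan II plus saturating MCL0020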
Target sequence (P32245 whole entry, looked up): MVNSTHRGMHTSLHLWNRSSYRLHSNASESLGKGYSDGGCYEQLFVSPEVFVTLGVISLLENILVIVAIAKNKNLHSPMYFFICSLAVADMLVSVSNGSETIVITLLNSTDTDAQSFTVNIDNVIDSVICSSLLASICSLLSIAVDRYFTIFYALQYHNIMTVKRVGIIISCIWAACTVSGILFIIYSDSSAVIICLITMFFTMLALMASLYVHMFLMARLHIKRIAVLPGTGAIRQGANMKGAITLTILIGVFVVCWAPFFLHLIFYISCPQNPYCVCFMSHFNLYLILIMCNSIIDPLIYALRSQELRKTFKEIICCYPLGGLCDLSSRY
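material = U2OS cells stably expressing human melanocortin 4 receptor (MC4R) | also added = Melanotan II challenge | dosing = single nominal compound dose of 6.5 µM | detection = TR-FRET with Eu-cAMP and labeled anti-cAMP, 671 nm | replication = singlicate | timing = compound 30 min, challenge 1 h, detection 1 h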
Glyco luc inh: blocks N-linked glycosylation in D54 reporter cells. D54 ERlucT glycosylation luciferase reporter, 24 h; percent of 100 nM tunicamycin response. 360,000 tested, 0.23% active. reporter increase, % at 12.5 µM;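 active = mean luciferase reporter signal, scaled so untreated is 0 and the glycosylation-blocking control 100, at or above a set limit in every replicate; inconclusive = mean reaches the limit but not every replicate does; inactive = mean below the limit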;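 also: luciferase carries N-glycosylation sites so blocking glycosylation raises the light; 0% = median of neutral control wells and 100% = median of 100 nM tunicamycin wells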
MC4R ag barr: human MC4R agonism via beta-arrestin | U2OS MC4R beta-arrestin complementation, luminescence; percent of melanotan II response, DMSO zero | 360,000 tested, 0.98% active | activation, % at 8.9 µM | P32245 | AID 540308;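 active = activation above a per-plate cutoff, the mean activation of sample wells on that plate plus 3 SD, cut at about 8% in these data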
HTR2A ag: activates the mouse 5-HT2A serotonin receptor; AID 624169; CHO-K1 mHTR2A beta-arrestin complementation, luminescence; percent of 30 µM serotonin response; 360,000 tested, 0.66% active; activation, % at 7.6 µM;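 active = activation above a run cutoff, the mean activation of all tested compounds plus 3 SD, cut at about 14% in these data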;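 also: 0% = plate median of compound wells and 100% = 30 µM serotonin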
CaV13 FRET inh: Disruptors of the CACNA1D IQ motif to Ca2+-dependent inactivation inhibitor domain association, primary screening, Förster resonance energy transfer in intact living …; inhibition, % at 12.3 µM; 340,000 tested, 0.098% active; HEK cells, CFP/YFP FRET ICDI-IQ, plate reader, 10 min; percent FRET-ratio fall versus neutral wells;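 active = mean replicate inhibition of at least 30% and at least 1% of replicates passing that level; inconclusive = only one of the two criteria is met; inactive = neither criterion is met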;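 also: 0% = median of the neutral control wells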
aDG glyco act: alpha-DG glycosylation activation; activation, % at 10 µM; Pro5-aDG cells, alpha-DG glycosylation AlphaScreen (IIH6); 0% Pro5, 100% B10-LARGE cell signal; AID 624168; 360,000 tested, 0.22% active;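 active = activation of at least 8% versus controls, or a plate z-score of at least 8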;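 also: Pro5 are CHO cells carrying HIG-tagged alpha-DG that lacks glycosylation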
Active calls of the source: *; ? = inconclusive; / = not tested or not shown; & = joins results of further samples.

SMILES	H9c2 protect	ABCB6 inh 2	Vif imaging	PDI inh	MC4R antag cAMP	Glyco luc inh	MC4R ag barr	HTR2A ag	CaV13 FRET inh	aDG glyco act
Cc1c(N=Nc2c(O)n(-c3ccc(Br)cc3)c(=O)[nH]c2=O)c(=O)n(-c2ccccc2)n1C	-1	93	4	-3	-5	6	0.0	-14	-4	-0.1
Cc1ccc(-c2nc(N3CCOCC3)s[n+]2-c2ccccc2)cc1	-9	97	-1	-5	3	-5	-1.0	-1	-4	-0.4
C=C1C(=O)O[C@@H]2C[C@@H](C)[C@@H]3C=CC(=O)[C@@]3(C)[C@@H](O)[C@H]12	-37	95	54*	16	-25	-22	-1.2	8	-4	-0.1
S=P(NCCNP(=S)(N1CC1)N1CC1)(N1CC1)N1CC1	-5	89	4	-10	-2	-2	1.7	8	-3	0.4
CCn1c(O)c(C=Nc2ccc(S(N)(=O)=O)cc2)c(=O)[nH]c1=S	-9	97	-8	1	-2	3	-1.6	7	-5	-0.2
COc1ccccc1/C=N/N=C(/N)N[N+](=O)[O-]	6	97	-3	5	4	1	-2.6	-2	-7	0.1
O=C(NC12CC3CC(CC(C3)C1)C2)OC1CN2CCC1CC2 (centres undefined)	-3	97	5	10	2	0	-3.9	5	-19	-0.2
CCOc1ccccc1-n1c(O)c(C=NCCCn2ccnc2)c(=O)[nH]c1=O	3	86	-3	3	0	2	-1.2	-4	-4	0.1
Cc1ccc(N2CCNCC2C)cc1 (centres undefined)	-4	103	-7	-1	-2	0	-0.5	8	-8	0.1
Fc1ccc(C(OCCN2CCCC2)c2ccc(Br)cc2)cc1 (centres undefined)	5	97	4	-1	-6	1	-1.6	-3	-3	-0.1
COC1=C(C)C(=O)O[C@]12C(=O)C(C)=C1CCCCN3[C@H]([C@@H]4C[C@H](C)C(=O)O4)CC[C@]132	6	97	-3	2	11	5	-0.9	4	-6	0.0
CC(=O)OC1C2CCCC1C(N1CCCC1)CC2 (centres undefined)	4&1	98&198	19	0&4	-3&3	-1&1	-0.7&0.1	2&-2	/	-0.2&0.1
COc1cccc(/C=C2\N=C(c3cncc(Br)c3)OC2=O)c1	2	106	1	-4	0	0	0.2	0	-7	-0.3
COC(=O)C1=C(c2ccc(F)cc2OCc2ccccc2)C[C@@H]2CC[C@H]1N2C(=O)NCc1cc(C)oc1C(F)(F)F	2	95	-4	2	9	-9	-0.9	-13	/	0.3
COC(=O)C1=C(c2ccc(S(C)(=O)=O)cc2)C[C@@H]2CC[C@H]1N2C(=O)NCCS(C)=O (some centres undefined)	-1	97	7	-1	-2	4	-1.0	4	-4	-0.2
O=[N+]([O-])c1ccc(NC2CCCC2)c2ccncc12	-13	101	-8	-10	12	0	0.7	-2	/	0.3
N#Cc1ccc(NC(=O)CCNC(=O)c2ccco2)cc1Cl	2	103	34	1	8	-2	0.6	-7	-7	-0.1
CCOC(=O)C(O)(c1ccc(N(C)C(=O)COc2ccccc2)cc1)C(F)(F)F (centres undefined)	-4	89	30	0	1	2	-2.3	-2	/	-0.1
Cc1nn(Cc2ccc(Cl)cc2Cl)c(Cl)c1C(=O)O	-1	92	5	-3	-6	4	0.8	4	-1	-0.2
O=C(C1CCCCC1)N1Cc2ccccc2-n2nncc2C1	0	102	-1	-7	2	0	-1.4	0	-5	0.0
CC12CCC3C(CCC4CC(=O)OCC43C)C1CCC2O (centres undefined)	3	102	-5	-1	10	1	-0.4	6	-9	-0.3
CC(O)C1C=CC=CC(=O)OC2CC3OC4C5OC5(C)CCC4(COC(=O)C4OC4(C)C(O)CO1)C2(C)C31CO1 (centres undefined)	-2	99	-21	5	12	-19	-0.6	0	-18	0.3
CC(=NCc1cccnc1)c1c(O)n(-c2ccc(C)cc2)c(=O)[nH]c1=O	8	97	4	0	17	0	-2.8	0	/	-0.2
C/C(=N\N1CCCCCC1)c1c(O)n(-c2ccccc2C)c(=O)[nH]c1=O	-1	106	16	-2	6	0	-2.6	-1	-16	-0.1
Cc1c(C(=O)O)cc(-c2ccccc2)n1Cc1ccccc1	6	97	-2	-11	4	1	0.0	7	-4	0.0
C[N+](C)(C)c1ccccc1	7	98	-4	4	5	1	0.1	-3	-5	-0.1
c1ccc2c(NC3=NCCS3)cccc2c1	-8	93	0	12	12	1	-2.1	8	/	0.7
S=C(NCCc1ccccc1)N1Cc2cc(-c3ccccc3)ccc2-n2nncc2C1	-1	105	-6	/	/	0	/	-5	-7	0.5
CCOC(=O)CNC(=O)CNC(=O)C(Cc1ccc(N(CCCl)CCCl)cc1)NC(C)=O (centres undefined)	-6	100	4	2	3	1	-2.2	1	-5	0.0
O=c1[nH]c(=S)[nH]c(O)c1N=Nc1cc(S(=O)(=O)Nc2ccc(Cl)cc2)ccc1Cl	-11	100	-6	-4	5	1	-2.5	-2	-2	-0.2
O=c1[nH]c(=O)n(Cc2ccccc2Cl)c(O)c1C=Nc1ccc(F)cc1	4	103	4	-12	-1	1	5.5	4	-6	0.2
CC(=O)C1(c2ccccc2)CCNCC1	4	93	3	-6	2	-1	-1.3	3	-8	0.0
CCC(C)n1c(O)c(C(c2ccccn2)c2c(O)n(C(C)CC)c(=S)[nH]c2=O)c(=O)[nH]c1=S (centres undefined)	6	99	8	-7	4	-2	-3.0	5	-7	0.1
Cc1c(CC(=O)N2C[C@H]3C[C@@H](C2)c2cccc(=O)n2C3)c(=O)oc2cc(O)c(Cl)cc12	-3	101	-2	/	11	2	0.6	-3	/	0.1
COC(=O)C1=C(c2ccc3ccccc3c2)C[C@@H]2CC[C@H]1N2C(=O)NCCNC(C)=O	0	96	4	-4	0	1	-1.3	-8	/	0.1
COc1cc2c(cc1O)C[C@H]1NCCc3cc4c(c-2c31)OCO4	6	94	-16	-5	7	18	0.2	-7	-3	-0.4
O=C1CC(=O)N(c2ccccc2F)C(=O)N1	2	97	4	-22	9	1	-0.4	6	-4	-0.1
CCC(c1nnnn1-c1ccc2c(c1)OCCO2)N1CCC2(CC1)C(=O)NCN2c1ccccc1 (centres undefined)	6	95	-11	/	/	2	/	-2	-8	0.4
CN1C[C@H](CO)C=C2c3cccc4[nH]cc(c34)C[C@H]21	4	109	-5	/	-16	-3	-0.7	30*	/	2.2
CN1CCN(c2cc(N3CCNCC3)ccc2[N+](=O)[O-])CC1	-2	100	-1	0	6	-2	-0.5	-1	-18	0.0
CCCCCn1c(=O)c(C(=O)Nc2cnccn2)c(O)c2ccccc21	-16	94	-12	10	4	-1	-2.0	-1	-7	6.2
COC(=O)c1ccc(N2CCN(C)CC2)c([N+](=O)[O-])c1	6	89	10	7	-2	1	0.7	-2	-6	0.1
COc1ccc(/C=C2\C(=O)NC(=O)N(Cc3ccccc3)C2=O)c(OC)c1OC	7	104	4	7	7	1	-1.9	-1	-2	0.2
O=C1CC[C@@]2(O)[C@H]3Cc4ccc(O)c5c4[C@@]2(CCN3CC2CC2)[C@H]1O5	13	87	3	-6	-3	-2	0.6	-4	-4	0.3
CCCC/C(=N\O)c1c[nH]c2ccccc12	-5	95	-13	7	-1	-2	-0.9	5	/	0.1
CCc1ccc(OCC(=O)N2CCN(Cc3ccc4c(c3)OCO4)CC2)cc1	-7	99	-2	-1	11	-1	0.6	5	-2	0.2
COC(=O)C1=C(c2cc3ccccc3o2)C[C@@H]2CC[C@H]1N2C(=O)N1CCC(O)CC1	2	98	-1	-4	10	4	1.0	1	-10	0.2
CCN(CC)P(=O)(Oc1ccccc1)Oc1ccccc1	5	101	5	-2	7	0	-0.3	-1	-14	-0.3
C[C@H]1CCC/C=C/[C@@H]2C[C@H](O)C[C@H]2[C@H](O)/C=C/C(=O)O1	6&14	88&95	10&-1	1&-5	14&11	-3&-2	0.1&-0.9	-1&-3	-5&-5	-0.5&-0.1
O=S1(=O)NCC2(CC2)CN1Cc1ccccc1	/	102	/	/	/	/	/	-1	-7	-0.1
CC1N(O)C2CCCCCC2N1O (centres undefined)	4	90	28	-4	4	-2	-1.5	-3	-6	-0.3
C[C@H](NC(=O)N1C[C@H]2C[C@@H](C1)c1cccc(=O)n1C2)C(=O)Nc1ccc(F)c(F)c1	1	103	11	/	13	0	-0.9	2	/	-0.1
O=c1[nH]c(=S)n(-c2ccc(Cl)cc2)c(O)c1C=Nc1ccc(N2CCOCC2)cc1	11	100	-1	-2	-7	2	-1.8	0	-11	-0.2
Cc1ccc(OC(=O)N(C)C[C@H]2OCc3cnnn3CCCC(=O)N([C@@H](C)CO)C[C@H]2C)cc1	1	99	9	3	-3	1	-0.6	-4	-7	-0.2
COc1cccc(N2CCN(Cc3ccc(Cl)cc3)CC2)c1	1	100	-2	4	10	-2	2.6	0	-4	-0.1
CNC(=O)Oc1cccc(-c2cn3cc(Cl)ccc3n2)c1	-30	91	/	-3	-5	-19	0.4	3	-6	0.5
COc1ccc2[nH]cc(CCNCc3cccnc3)c2c1	4	90	-4	7	4	1	-0.9	2	-5	-0.1
COc1ccc(C2=NCc3nnc(C)n3-c3ccc(Cl)cc32)cc1Cl	10	98	24	6	-7	12	-0.8	0	-2	-0.4
CC(=NCCN1CCOCC1)c1c(O)n(C2CCCCC2)c(=O)[nH]c1=O	1	100	-3	5	16	0	-1.4	4	-8	-0.3
OCC1(CO)COC(c2cccnc2)N1 (centres undefined)	1	101	-18	-1	9	0	-1.4	1	-4	0.0

Additional compounds
SMILES	H9c2 protect	ABCB6 inh 2	Vif imaging	PDI inh	MC4R antag cAMP	Glyco luc inh	MC4R ag barr	HTR2A ag	CaV13 FRET inh	aDG glyco act
Cc1cc(C)[n+](CCCC[n+]2c(C)cc(C)cc2C)c(C)c1	7	100	2	5	4	1	-0.4	-1	-4	-0.1
COc1cc(C2c3cc4c(c(O)c3CC3COC(=O)C32)OCO4)cc(OC)c1OC (centres undefined)	17	105	7	5	-23	6	-0.7	-5	-6	-0.2
Cc1ccc(OP(=O)(Nc2cccc(C)c2)Oc2ccc(C)cc2)cc1	-19	94	3	2	2	-4	-2.8	-8	-4	0.2
CC(=O)Nc1ccccc1C(=O)OCC(=O)c1cccc2ccccc12	-6	99	0	-4	2	2	-0.7	4	-4	0.4
S=P(NC1CCCCC1)(N1CC1)N1CC1	2	99	-10	-3	7	-3	-2.1	3	-21	0.0
C[C@]12CC[C@H](O)CC1=C([N+](=O)[O-])CC1C2CC[C@@]2(C)C1CC[C@@H]2O (some centres undefined)	8	97	?	5	-7	0	-2.0	-3	-10	0.1
COC(=O)C1CN(C#N)N(c2ccc(Cl)cc2)C12c1ccccc1-c1ccccc12 (centres undefined)	-18	90	-1	4	-4	-19	-2.2	-3	/	-0.8
CCCNC(=O)c1c(N)n(Cc2ccc3c(c2)OCO3)c2nc3ccccc3nc12	-10	102	-9	-4	-20	-2	0.5	3	/	1.7
COc1ccc2c3c1OC1C(O)C=CC4[C@@H](C2)N(C)CC[C@]314 (some centres undefined)	12	101	-2	5	14	-1	-1.4	6	/	0.2

Some of the compounds tested; the hit share may differ from the screen's.
